SKN-1 block: suppressors of acrylamide-induced Pgst-4::GFP reporter in worms, primary screen, SKN-1 inhibitor project, whole organism, uHTS, GFP/RFP fluorescence ratio, strain VP596 | C. elegans VP596 Pgst-4::GFP/RFP ratio, 24 h | inhibition, % at 21.8 µM | hit rate 0.49% among 360,000;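 active means interference check ratio from 0.5 to 1.5 plus GFP to RFP signal ratio inhibition reaching or exceeding a fixed threshold, cut at about 30% in these data, passing the limit was not always enough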; further: some compounds called inactive have numbers as strong as hits
MT1-MMP act inh: blockers of MT1-MMP proenzyme processing, primary screen, HT1080 RFP-PRO-GFP cells, GFP/RFP fluorescence; GFP/RFP ratio fluorescence, overnight; percent of plate control window, DMSO zero; GFP/RFP ratio change, % at 20 µM; hit rate 0.061% among 360,000;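 active means GFP/RFP ratio change of at least 30% with cell ATP level not reduced by more than half and red fluorescence within 50% of control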; further: strong numbers were not always called active
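Assay system: HT1080 cells carrying an RFP-PRO-GFP reporter | Dosing: Single dose of 20 µM compound, 1% DMSO final | Incubation: Cells overnight before dosing, compound overnight, 37 °C, 5% CO2 | Evaluation: GFP/RFP fluorescence ratio | Control set: DMSO and RFP-L50D-GFP cell wells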
SUMO1-SIM PPI: modulators of SUMO1 protein-protein interactions, primary screen, biochemical, uHTS | hit rate 0.33% among 360,000 | SUMO1 binding to a labelled peptide, TR-FRET, 1 h | Small ubiquitin-related modifier 1 (Homo sapiens), P63165 | inhibition, % at 20 µM; in the data active means inhibition above about 37%
STEP inh: STEP phosphatase inhibitors, primary screen, biochemical, fluorescence intensity, uHTS. Tyrosine-protein phosphatase non-receptor type 5 (Homo sapiens), P54829. recombinant STEP, OMFP fluorogenic substrate. inhibition, % at 20 µM. hit rate 0.25% among 360,000;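 active means inhibition at 20 µM, scaled per plate between control wells, above about 37%, limit read from the data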;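 further: 0% = DMSO with enzyme and substrate and 100% = substrate only without enzyme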
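Test system: STEP tyrosine phosphatase / Reagent: OMFP at 25 µM / Doses: 20 µM, 1% DMSO / Read-out: percent inhibition scaled to no-enzyme and uninhibited-enzyme controls, plate-pattern corrected / Detection: FITC-channel fluorescence of OMFP product / Medium: Bis-Tris buffer pH 6.0, 2.5 mM DTT, 0.005% Tween 20 / Schedule: 20 min at room temperature, dark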
LMPTP block: LMPTP phosphatase inhibitors, primary screen, biochemical, fluorescence intensity, uHTS; Low molecular weight phosphotyrosine protein phosphatase (Homo sapiens), P24666; recombinant LMPTP-A, OMFP fluorogenic substrate; inhibition, % at 20 µM; hit rate 0.22% among 360,000;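 active means compounds that cut the enzyme signal by at least half of the control window in the single-dose screen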;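 further: plate controls were DMSO wells with enzyme plus substrate for no effect and substrate without enzyme for full effect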
Target sequence (P24666 whole entry, looked up): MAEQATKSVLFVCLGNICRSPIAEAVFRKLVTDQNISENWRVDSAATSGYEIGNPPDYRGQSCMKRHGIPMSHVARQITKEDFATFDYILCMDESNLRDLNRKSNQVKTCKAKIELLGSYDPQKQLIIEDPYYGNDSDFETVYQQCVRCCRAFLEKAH
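Assay system: LMPTP-A phosphatase enzyme | Input: 0.625 nM enzyme | Also added: Fluorogenic phosphatase substrate OMFP at 400 µM final | Compound dosing: One test concentration per compound, 20 µM, with 3% DMSO overall | Schedule: 50 min enzyme reaction at room temperature, protected from light | Signal: Fluorescence intensity | Benchmarks: no-enzyme and uninhibited controls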
Rpn11 block: Rpn11 (PSMD14) deubiquitinase inhibitors, primary screen, biochemical, fluorescence polarization, uHTS; human 26S proteasome, Ub4-pepOG fluorescence polarization; 20S core pre-blocked with epoxomicin; 26S proteasome non-ATPase regulatory subunit 14 (Homo sapiens), O00487; hit rate 0.59% among 360,000; AID 588493, 2011; calls only at 20 µM;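 active means inhibition at 20 µM, scaled to each plate's controls, above about 33%, limit read from the data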
DNMT1 inh: human DNMT1 methyltransferase inhibitors, primary screen, biochemical, molecular beacon, fluorescence, HinP1I cleavage, uHTS. inhibition (reported as % activation of signal), % at 10 µM. hit rate 0.83% among 360,000. AID 588458, 2011; in the data active means inhibition above about 50%
NRP1-CendR mod: modulators of CendR peptide binding to NRP-1, primary screen, biochemical, fluorescence polarization, uHTS. FAM-RPARPAR peptide binding to NRP-1. inhibition, % at 25 µM. Neuropilin-1 (Homo sapiens), O14786. hit rate 0.85% among 360,000;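 active means inhibition or corrected inhibition above about 18%, plus a signal ratio from 0.5 to 1.5, limit read from the data, passing the limit was not always enough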; further: strong numbers were not always called active
Target sequence (O14786 whole entry, looked up): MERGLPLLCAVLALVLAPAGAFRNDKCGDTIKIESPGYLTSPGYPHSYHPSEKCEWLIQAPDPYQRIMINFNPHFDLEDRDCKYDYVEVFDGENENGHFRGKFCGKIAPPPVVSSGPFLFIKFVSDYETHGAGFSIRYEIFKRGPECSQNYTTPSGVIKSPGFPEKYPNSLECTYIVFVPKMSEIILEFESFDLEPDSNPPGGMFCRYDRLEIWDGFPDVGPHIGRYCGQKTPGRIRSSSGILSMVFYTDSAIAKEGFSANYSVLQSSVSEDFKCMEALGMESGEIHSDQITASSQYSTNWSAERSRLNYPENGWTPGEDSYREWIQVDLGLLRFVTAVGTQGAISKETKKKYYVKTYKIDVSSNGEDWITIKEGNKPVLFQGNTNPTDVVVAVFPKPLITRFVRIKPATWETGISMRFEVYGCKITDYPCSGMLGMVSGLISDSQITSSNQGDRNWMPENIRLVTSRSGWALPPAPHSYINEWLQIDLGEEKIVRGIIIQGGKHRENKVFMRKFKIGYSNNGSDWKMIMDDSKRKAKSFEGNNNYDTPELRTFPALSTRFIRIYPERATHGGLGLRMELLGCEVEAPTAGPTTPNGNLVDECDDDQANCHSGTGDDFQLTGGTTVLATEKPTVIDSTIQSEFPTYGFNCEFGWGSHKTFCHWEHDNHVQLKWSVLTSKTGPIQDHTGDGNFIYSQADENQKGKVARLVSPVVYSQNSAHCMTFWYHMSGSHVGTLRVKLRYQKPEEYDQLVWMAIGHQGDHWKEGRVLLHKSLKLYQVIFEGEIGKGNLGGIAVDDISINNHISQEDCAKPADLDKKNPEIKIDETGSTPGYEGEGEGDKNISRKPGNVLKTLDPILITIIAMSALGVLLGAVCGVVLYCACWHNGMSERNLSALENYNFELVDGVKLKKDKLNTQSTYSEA
Scp1 inh: Scp-1 phosphatase inhibitors, primary screen, biochemical, colorimetric, uHTS. hit rate 0.88% among 340,000. inhibition, % at 20 µM. Recombinant Scp1, phosphopeptide, malachite green phosphate absorbance;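 active means inhibition above about 50% at 20 µM, limit read from the data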;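 further: plate controls were DMSO wells with enzyme for no effect and wells lacking enzyme for full effect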
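Material: truncated SCP-1 phosphatase (76-261aa) / Buffer or medium: 50 mM Tris acetate pH 5.5, 0.005% Tween-20, 10 mM MgCl2 / Compound dosing: one concentration, 20 µM, with 1.0% DMSO / Incubation: 45 min room-temperature reaction, 5 min colour, 30 min stabiliser / Detection: colorimetric free-phosphate detection, absorbance 630 nm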
NadD inh: inhibitors of S. aureus NadD, primary screen, biochemical, colorimetric, uHTS. inhibition, % at 20 µM. Nicotinate-nucleotide adenylyltransferase NadD (Staphylococcus aureus N315). hit rate 0.78% among 360,000. purified NadD enzyme, colorimetric absorbance read-out; in the data active means inhibition above about 26%; further: some compounds past the cut are filed as inactive
* marks the source's active call; other numbers are inactive results; i = inactive; nt = no result given.

SMILES	SKN-1 block	MT1-MMP act inh	SUMO1-SIM PPI	STEP inh	LMPTP block	Rpn11 block	DNMT1 inh	NRP1-CendR mod	Scp1 inh	NadD inh
O=C(Nc1ccc(N2CCOCC2)cc1)C1=NN(c2ccccc2)C(=O)CC1	10	-2	-7	0	-0.2	i	0	-5	-1	2
O=C1/C(=C/c2coc3ccc(O)cc3c2=O)SC(=S)N1c1ccccc1	4	22	1	-2	10	i	36	-73	-6	45*
Nn1c(SCC(=O)Nc2ccc(N3CCOCC3)cc2)nnc1-c1cccc(F)c1	2	4	-4	-3	-0.5	i	8	6	-3	3
O=C(Nc1cc(Oc2ccc(Cl)cc2)cc([N+](=O)[O-])c1)c1ccco1	-3	3	-14	0	5.4	i	-12	-4	-10	-6
Cc1noc(C)c1NC(=O)N(C)C[C@H]1Oc2c(NC(=O)NC(C)C)cccc2C(=O)N([C@H](C)CO)C[C@@H]1C	-1	2	1	-3	-0.1	i	0	25*	-8	-1
CS(=O)(=O)N(CCc1ccccc1)CC(=O)NCc1ccc2c(c1)OCO2	6	3	-3	2	-1.3	i	0	2	12	0
O=C(CSc1nnc(-c2cccs2)n1-c1ccccc1)N1CCOCC1	-6	2	-1	-2	-1.9	i	-1	-8	-4	-4
CCOC(=O)c1cc2c(C(F)(F)F)cc(-c3ccccc3)nc2o1	8	-16	2	3	0.7	i	2	-4	-4	11
COc1ccc(OCC(=O)N2CCCC(CO)(CCOc3ccccc3)C2)cc1 (configuration not stated)	-9	0	0	-1	-0.3	i	0	19	-1	0
CCCCNc1c(-c2cc3ccccc3o2)nc2nc(C)cc(C)n12	17	-3	-20	nt	1.7	nt	nt	-82	nt	10
CCC1CCCCN1C(=O)CSc1nc2c(c(=O)n(C)c(=O)n2C)n1C (configuration not stated)	10	2	6	2	-1.0	i	-2	11	-3	1
COc1ccc(Nc2nc(N)nc(CN(C)C3CCCCC3)n2)cc1	-1	3	5	-1	-0.7	i	4	-3	0	-1
CCCC(C(=O)OCC)P(=O)(c1ccccc1)c1ccccc1 (configuration not stated)	-3	3	0	0	0.1	i	3	-21	-4	-8
CCn1nc(C)c(CNC(=O)c2cc(COc3ccc(F)cc3Cl)on2)c1C	-2	-9	13	3	-0.8	i	-3	8	-6	-3
CCn1cc([N+](=O)[O-])c(C(=O)N2CCCC2)n1	1	1	-3	0	0.8	i	-2	-2	-8	0
Cn1cnc(S(=O)(=O)Nc2cc(C(F)(F)F)ccc2N2CCOCC2)c1	6	2	-1	-2	-0.7	i	0	6	-8	-2
CN(Cc1cnn(C)c1)Cc1nc(Cc2ccccc2Cl)no1	3	4	-5	1	-0.4	i	-1	5	-2	0
COc1ccccc1NCCC(=O)OCC(=O)Nc1ccc(Cl)cn1	1	2	0	-4	0.0	i	-4	-4	-6	-2
O=C(CC1CC1)Nc1ccc2c(c1)[C@H]1C[C@H](CC(=O)N3CCc4ccccc4C3)O[C@@H](CO)[C@H]1O2	-18	0	1	-2	-2.0	i	8	-1	nt	-3
COC(=O)c1c(C)[nH]c(C(=O)/C=C/c2ccccc2F)c1C	-8	-2	-7	0	-1.5	i	8	18	2	-2
CN1CCN(NS(=O)(=O)c2cccs2)CC1	4	-2	0	-2	-3.7	i	2	-6	-8	0
C/C(CC(=O)Nc1ccccc1)=N\NC(=O)COc1ccc(C)cc1Br	-6	-1	0	1	-0.6	i	3	1	-5	-8
O=[N+]([O-])c1ccc(-c2cnc3ccccc3n2)cc1	32	2	-40	1	-0.2	i	-7	-5	-5	-5
CNC(=O)N(O)C1N(NC(=O)Nc2cccc3ccccc23)C(=S)SC1(C)C (configuration not stated)	-3	-2	-11	-3	0.0	i	31	-1	-8	-7
CCc1ccc(NC(=O)Nc2cc(C(=O)O)ccc2N2CC3CC(C2)c2cccc(=O)n2C3)cc1 (configuration not stated)	5	-4	10	-3	-0.8	i	-5	7	-1	1
N#Cc1ccc(Oc2ccc(S(=O)(=O)N3CCOCC3)cn2)cc1	10	-2	2	0	0.0	i	0	5	-4	-1
CCOc1ccc(C2C(C#N)=C(N)Oc3cc(C)oc(=O)c32)cc1 (configuration not stated)	16	-2	1	0	1.5	i	-1	9	-9	-6
Clc1cccc(Cc2c(C3CCCCC3)nc3ccc(Cl)cn23)c1	10	-3	5	-2	4.6	i	15	10	nt	0
Cc1nc(N(C)C)ncc1C(=O)O	10	-1	-2	-2	-0.8	i	5	4	-10	-1
O=c1[nH]c(-c2ccncc2)nc2ccccc12	6	10	1	11	0.7	i	4	18	4	-1
Cc1nc2scc(-c3ccc(C(C)(C)C)cc3)c2c(=O)n1N	1	-1	1	3	1.3	i	1	7	-7	-5
CN1CCN(S(=O)(=O)c2ccc(Sc3nnnn3-c3ccccc3)c([N+](=O)[O-])c2)CC1	5	-13	-20	-3	-2.5	i	9	8	-3	-3
CCC(C)NC(=O)Cn1cnc2sc(C)c(S(=O)(=O)N3CCCCC3)c2c1=O (configuration not stated)	9	2	-3	-3	-1.0	i	1	2	-12	2
CCN(CC)CC#CC(C)OCOCC#CCOC (configuration not stated)	8	-4	-3	-2	-2.5	i	0	6	-4	1
COc1ccc(CC(=O)NCc2ccccc2)cc1	-5	-6	0	-2	-0.2	i	-1	0	1	-5
Cc1ccc(/C=C/S(=O)(=O)NCCC(=O)NCc2ccc(F)cc2)cc1	-7	-1	-1	-5	0.5	i	1	-1	-10	-2
Cc1cccn2cc(-c3ccc(S(=O)(=O)N4CCCCC4)cc3)nc12	10	3	7	4	2.1	i	-2	11	-5	4
COc1ccc(NC(=S)N(CCc2ccncc2)C(C)C)cc1Cl	7	1	7	28	-2.4	i	5	-9	nt	1
CC(=O)NCc1nc2ccccc2n1C(C)C	9	2	2	-1	-1.9	i	2	-9	-8	0
Cc1cc(N2CCN(c3nc(-c4ccccc4)cs3)CC2)c2ccccc2n1	1	-6	-1	5	82*	i	-8	-7	2	6
FC(F)Sc1ccc(NC(=S)NC2CCCC2)cc1	9	1	-3	4	-0.2	i	0	-1	-2	-6
Cc1ccc(S(=O)(=O)NCC(=O)OCC(=O)NC(=O)NC2CCCC2)cc1	-5	1	2	1	-1.8	i	0	-4	-8	4
COCCn1c(SCC(=O)c2ccc3c(c2)OCCO3)nnc1-c1ccco1	4	2	2	-1	-1.4	i	-1	9	-3	-3
C/C(=N\OC(=O)c1cccc(C(F)(F)F)c1)c1sc(-c2ccccc2)nc1C	-1	0	-1	5	2.9	i	-1	9	-7	1
CC(C)(C)c1n[nH]c(=S)n(/N=C/c2cccs2)c1=O	11	1	-1	-1	-0.5	i	2	-2	-11	0
CC(=O)c1ccc(NC(=O)CC23CC4CC(C2)CC(n2nnc(C)n2)(C4)C3)cc1	-8	10	2	-2	-0.1	i	1	-4	-16	-7
Cc1ccc(N(CC(=O)Nc2cc(C)ccc2C)S(C)(=O)=O)cc1	3	-1	1	-6	-1.5	i	2	0	-2	-8
COc1cc(C(=O)NC(C(=O)Nc2cccc(C(C)=O)c2)C(C)C)cc(OC)c1OC (configuration not stated)	-3	4	2	-3	0.8	i	-1	16	3	-1
COc1cccc(CC(=O)N2CCC(n3nccc3NC(=O)C3CCOC3)CC2)c1 (configuration not stated)	9	0	1	-2	-0.9	i	0	19	-10	-1
COc1ccc(CCNC(=O)CN2C(=O)NC3(CCc4ccccc43)C2=O)cc1 (configuration not stated)	4	3	2	3	-0.7	i	-2	12	-5	0
COc1ccc(C(=O)N/C(=C\c2cn(C)c3ccccc23)C(=O)NCCCN2CCOCC2)cc1OC	-11	2	-8	-1	-3.1	i	3	-2	-6	-7
Cc1ccc(N(Cc2cc3ccccc3[nH]c2=O)C(=O)c2ccco2)c(C)c1	4	-1	2	-1	-0.8	i	1	9	-4	0
CC1Cc2cc(/C(O)=C3\C(=O)C(=O)N(Cc4ccncc4)C3c3ccccc3F)ccc2O1 (configuration not stated)	9	1	-8	2	2.5	i	7	-10	9	11
N#CCCC1(CCC#N)c2ccccc2C(=O)c2ccccc21	10	3	-28	-1	-0.2	i	-2	6	nt	-3
CCOc1ccc(C(=O)NC(=S)N(Cc2ccccc2)Cc2ccccc2)cc1	9	5	-1	3	3.4	i	-2	-10	-11	-2
COC(=O)c1cc(NC(=O)CSc2nnc(N)s2)ccc1Cl	13	-15	0	-8	-0.2	i	-3	9	-2	3
CCn1c(SCC(=O)Nc2cc(C)on2)nc2c(c1=O)SCC2	-19	-4	2	0	-1.2	i	4	-2	-10	-3
COc1ccccc1CNS(=O)(=O)c1ccc(-n2cnnn2)c(OC)c1	6	2	-2	2	-1.0	i	3	18	-3	2
N#Cc1ccccc1S(=O)(=O)N1CCN(C(=O)c2ccc(-n3cncn3)c([N+](=O)[O-])c2)CC1	2	6	-30	1	-1.0	i	0	0	-1	-5

Results in LMPTP block, NadD inh and NRP1-CendR mod, for some of the entries so far:
SMILES | LMPTP block | NadD inh | NRP1-CendR mod
CCN(CC)CC#CC(C)OCOCC#CCOC (configuration not stated) | -2.5 | 1 | 6
CN1CCN(S(=O)(=O)c2ccc(Sc3nnnn3-c3ccccc3)c([N+](=O)[O-])c2)CC1 | -2.5 | -3 | 8
CC(=O)NCc1nc2ccccc2n1C(C)C | -1.9 | 0 | -9
Cc1ccc(N(CC(=O)Nc2cc(C)ccc2C)S(C)(=O)=O)cc1 | -1.5 | -8 | 0
